# KCNH2 WT inh: qHTS for Inhibitors of KCHN2 3.1: Wildtype qHTS. Voltage-gated inwardly rectifying potassium channel KCNH2 (Homo sapiens), Q12809. U2OS, BacMam KCNH2, thallium flux FluxOr; active compounds read low. activity change, % at 1.84 µM. 0.37% of 340,000 active. AID 720551, 2013;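 active = maximum activity change below -70%; inconclusive = maximum activity change between -70% and -50%; inactive = maximum activity change above -50%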
# Target sequence (Q12809 whole entry, looked up): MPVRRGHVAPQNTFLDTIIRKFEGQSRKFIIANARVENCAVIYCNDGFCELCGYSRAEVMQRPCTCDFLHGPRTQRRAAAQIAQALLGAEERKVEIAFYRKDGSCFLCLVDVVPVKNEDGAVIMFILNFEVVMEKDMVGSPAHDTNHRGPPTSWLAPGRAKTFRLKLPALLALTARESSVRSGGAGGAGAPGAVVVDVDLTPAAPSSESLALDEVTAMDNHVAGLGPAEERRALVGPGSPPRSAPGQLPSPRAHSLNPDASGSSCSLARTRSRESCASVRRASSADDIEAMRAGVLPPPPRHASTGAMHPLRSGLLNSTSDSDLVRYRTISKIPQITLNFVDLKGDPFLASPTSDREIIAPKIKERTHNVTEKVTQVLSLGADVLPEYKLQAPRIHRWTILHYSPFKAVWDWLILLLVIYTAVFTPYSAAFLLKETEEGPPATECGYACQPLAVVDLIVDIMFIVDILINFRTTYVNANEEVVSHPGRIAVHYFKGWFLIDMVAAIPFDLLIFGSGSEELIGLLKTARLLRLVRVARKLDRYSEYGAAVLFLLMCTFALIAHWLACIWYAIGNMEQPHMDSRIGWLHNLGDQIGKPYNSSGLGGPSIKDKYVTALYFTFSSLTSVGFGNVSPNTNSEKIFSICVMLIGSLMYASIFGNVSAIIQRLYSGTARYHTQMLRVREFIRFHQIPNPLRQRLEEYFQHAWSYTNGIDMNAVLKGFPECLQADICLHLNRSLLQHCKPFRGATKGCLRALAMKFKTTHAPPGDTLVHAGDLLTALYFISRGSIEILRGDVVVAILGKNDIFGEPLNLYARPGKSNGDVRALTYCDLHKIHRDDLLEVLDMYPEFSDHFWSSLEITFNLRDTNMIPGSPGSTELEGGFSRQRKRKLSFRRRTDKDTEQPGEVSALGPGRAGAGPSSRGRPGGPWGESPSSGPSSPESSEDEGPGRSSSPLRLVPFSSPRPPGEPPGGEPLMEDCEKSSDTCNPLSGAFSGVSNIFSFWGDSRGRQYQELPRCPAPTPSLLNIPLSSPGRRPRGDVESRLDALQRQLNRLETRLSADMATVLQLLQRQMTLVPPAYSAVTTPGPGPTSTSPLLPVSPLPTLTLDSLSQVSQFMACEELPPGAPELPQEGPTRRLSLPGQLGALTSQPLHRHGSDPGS
#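 U2OS cells transduced with wild-type KCNH2 virus are loaded with FluxOr dye for 45 min, and thallium flux is measured in kinetic reads before and after stimulation buffer. Rate constants are normalized to DMSO controls.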
# Numbers without * were called inactive; ? = inconclusive. % is scaled to controls: 0 for no effect and ±100 for the full control effect. An excerpt, so the mix of outcomes need not match the whole.
SMILES,KCNH2 WT inh
CN(C)c1ccc(C=NN2C(=O)CSC2=S)c(Cl)c1,2
C[C@@H]1CN([C@@H](C)CO)S(=O)(=O)c2ccc(Br)cc2O[C@H]1CN(C)C(=O)c1ccccc1,-11
COc1ccc(N2C[C@H](CSC)[C@@H](CC(=O)Nc3ccc(Br)cc3)C2=O)cc1,-5
O=C(Cn1sc2ccccc2c1=O)Nc1ccc(F)cc1,-4
CC(=O)Nc1cccc(C(=O)Nc2cc(C(F)(F)F)ccc2-n2cncn2)c1,2
C[C@H]1CN([C@@H](C)CO)S(=O)(=O)c2ccc(Br)cc2O[C@@H]1CN(C)C(=O)CCN1CCCCC1,-12
C[C@@H]1Cn2cnc(C(=O)N[C@@H](Cc3c[nH]c4ccccc34)C(=O)OC(C)(C)C)c2C(=O)N1,10
COc1ccc(S(=O)(=O)N(C)C)cc1NC(=O)c1ccc(OCC2CCCO2)cc1 (stereo not given),1
CCc1ccc(OCC(=O)NNC(=O)c2ccc(-n3cncn3)c([N+](=O)[O-])c2)cc1,-5
C[C@H]1CN([C@@H](C)CO)C(=O)CCCn2cc(nn2)CO[C@@H]1CN(C)S(=O)(=O)c1ccc(C#N)cc1,-9
COCCNC(=O)c1cc(S(=O)(=O)N(C)C2CCCCC2)ccc1Cl,-9
O=C(NCc1ccccn1)c1ccccc1OCc1ccccc1Cl,7
Cc1ccc(C(=O)CCC(=O)OCC(=O)Nc2cc(S(=O)(=O)N(C)C)ccc2C)cc1,6
CN(CCN1CCOCC1)C(=O)C1CCC(=O)N(Cc2ccc(Cl)cc2)C1 (stereo not given),5
COc1ccc(S(=O)(=O)N(C)C[C@@H]2OCc3cnnn3CCCC(=O)N([C@H](C)CO)C[C@@H]2C)cc1,-1
C/C(NCCc1ccccc1)=C1/CCOC1=O,-2
CN1CCN(C(=O)C[C@H]2C[C@H]3c4cc(NC(=O)NC5CCCCC5)ccc4O[C@H]3[C@@H](CO)O2)CC1,5
NC(=S)NN=Cc1ccc(OC(=O)COc2cc(Cl)c(Cl)cc2Cl)cn1,-11
CCOc1ccc(-n2c(C)c3c(C)nnc(C)c3c2C)cc1,-8
COc1ncnc2c1ncn2CCCN1CCN(Cc2ccc(C)cc2)CC1,-9
O=C(O)c1ccc([N+](=O)[O-])nc1,-6
COc1cccc(N2CCN(C(=O)c3ccc(OC)c(S(=O)(=O)NC4CC4)c3)CC2)c1,5
O=C1C=C(c2ccccc2Oc2ccccc2)C[C@@H](c2ccc(F)cc2)C1,-3
COc1ccc(CNC(=O)C(=O)NCC2OCCN2S(=O)(=O)c2ccccc2)cc1 (stereo not given),-3
O=C(COC(=O)Cc1ccc(Cl)cc1)NCc1ccc(Cl)cc1,23
# Next section:
SMILES,KCNH2 WT inh
O=C(Nc1ccc2c(c1)OCCO2)c1ccccc1Cl,1
O=C(COC(=O)c1cccc(S(=O)(=O)N2CCOCC2)c1)NC1CCCCC1,3
COc1ccc(Cc2nc3ccc(C(=O)NC4CCOC4)cc3o2)cc1OC (stereo not given),1
CC(C)CN(C(=O)COC(=O)C12CC3CC(CC(O)(C3)C1)C2)c1c(N)n(Cc2ccccc2)c(=O)[nH]c1=O,-3
C[C@@H]1CN([C@@H](C)CO)C(=O)c2cc(NC(=O)c3ccccc3)ccc2O[C@@H](C)CCCCO[C@@H]1CN(C)Cc1ccc(C(F)(F)F)cc1,-19
C[C@H]1CN([C@@H](C)CO)C(=O)CCCn2nncc2CO[C@@H]1CN(C)Cc1ccc(C(F)(F)F)cc1,2
CCCCCCn1c(=O)n2n(c1=O)C[C@]1(OC(=O)NCc3ccc(OC)c(OC)c3)CN(S(=O)(=O)c3ccc(C)cc3)C[C@]1(O)C2,-5
OCCNc1ncnc2c1nnn2Cc1ccccc1Cl,-6
Cc1nn(C2CCS(=O)(=O)C2)c(C)c1CN(C)C(=O)c1ccc(F)cc1 (stereo not given),-2
O=C(N/C(=C/c1cccc(Br)c1)C(=O)N1CCCCC1)c1ccco1,3
NC(=O)CCC(C(=O)O)N1C(=O)C2C3CCC(C3)C2C1=O (stereo not given),-2
CC(=O)NCCc1ccc(C(=O)COC(=O)c2cccs2)cc1,-6
Cc1ccc([C@H]2N[C@]3(CCCN(Cc4ccco4)C3=O)[C@H]3C(=O)N(Cc4ccccc4)C(=O)[C@@H]23)cc1,0
C[C@@H]1CN([C@@H](C)CO)S(=O)(=O)c2ccc(Br)cc2O[C@H]1CN(C)C(=O)c1cccc(F)c1,24
COc1cccc(OC)c1C(=O)OCC(=O)NCC1CCCCC1,-6
COc1cc2c(cc1CNC[C@H]1O[C@@H](n3cc(C)c(=O)[nH]c3=O)C[C@@H]1O)OCO2,-23
CC(=O)Nc1ccc(-c2cc(C(=O)O)c3cc4ccccc4cc3n2)cc1,1
COCC1CCN(C(=O)c2ccc3oc(CCc4ccccc4)nc3c2)C1 (stereo not given),-4
C[C@@H]1CN([C@H](C)CO)S(=O)(=O)c2ccc(C3=CCCCC3)cc2O[C@H]1CN(C)C(=O)Cc1cccnc1,5
O=C(CN1CCCc2ccccc21)Nc1cccc(S(=O)(=O)N2CCCC2)c1,-1
O=C(c1c(F)cccc1Cl)N(Cc1ccco1)C1CCS(=O)(=O)C1 (stereo not given),-11
O=C(COc1ccc(Cl)cc1Cl)NCCN1CCCC1,45
CC1COCC(C)N1C(=O)c1cccnc1 (stereo not given),7
CCCn1c(SC(C)C(=O)NC2CCCC(C)C2C)n[nH]c1=O (stereo not given),15
C=CCN(C(=O)CSc1nc2ccsc2c(=O)n1Cc1ccc(C(=O)O)cc1)c1ccccc1,-254*

# Among those listed so far, these have a CF3 group.
SMILES,KCNH2 WT inh
CC(=O)Nc1cccc(C(=O)Nc2cc(C(F)(F)F)ccc2-n2cncn2)c1,2
C[C@@H]1CN([C@@H](C)CO)C(=O)c2cc(NC(=O)c3ccccc3)ccc2O[C@@H](C)CCCCO[C@@H]1CN(C)Cc1ccc(C(F)(F)F)cc1,-19
C[C@H]1CN([C@@H](C)CO)C(=O)CCCn2nncc2CO[C@@H]1CN(C)Cc1ccc(C(F)(F)F)cc1,2

# Continuation.
SMILES,KCNH2 WT inh
CC1(C)CC(=O)C=C(c2ccc(-c3cccc4c3sc3ccccc34)cc2)C1=O,-6
COc1ccccc1C1NC(=O)NC(C)=C1C(=O)OCC1CCCCC1 (stereo not given),5
O=C(CCNS(=O)(=O)c1ccc(Br)cc1)NCC(c1cccs1)N1CCOCC1 (stereo not given),-5
CC1(C)C(C(N)=O)C(=O)NC(=O)C1C(N)=O (stereo not given),-10
CC1C(=O)N(Cc2cn(CCC3OCCCO3)nn2)CCS(=O)(=O)N1Cc1ccc(-c2ccc(F)nc2)cc1 (stereo not given),16
COC(=O)c1ccc(CSc2ccccc2NC(=S)Nc2cccc(C(F)(F)F)c2)o1,-5
COc1cc(C(=O)COC(=O)c2ccc3c(c2)OCCO3)cc(OC)c1OC,19
COc1ccc2sc(C)cc(=O)c2c1,5
O=C(Nc1c(Cl)ccc2nsnc12)c1ccc(Br)o1,-18
CCC(C)(C)C1CCC2(CC1)NC(=O)N(CC(=O)N1CCN(c3ccccc3OC)CC1)C2=O (stereo not given),11
CC1CCCCC12NC(=O)N(CC(=O)Nc1ccc3c(c1)OCO3)C2=O (stereo not given),?
Cc1ccc(Cc2c(-c3ccccc3)nc3ccc(Cl)cn23)cc1,-6
O=C(NC1CC1)c1ccccc1NC(=O)c1ccccc1OC(F)F,26
O=C(NCCCN1CCOCC1)c1cccc(S(=O)(=O)N2CCc3ccccc32)c1,31
COCCNc1nc2c(c(=O)n(C)c(=O)n2C)n1CCCc1ccccc1,-7
CCCCCC(=O)N1C[C@H](n2cc(C3CC3)nn2)[C@@H](O)C[C@@H]1c1ccccc1,-2
C[C@@H]1CN([C@@H](C)CO)C(=O)CCCn2nncc2CO[C@H]1CN(C)Cc1ccc(Cl)c(Cl)c1,-11
C[C@H]1CN([C@@H](C)CO)C(=O)c2cc(Br)cnc2O[C@@H]1CN(C)S(=O)(=O)c1cn(C)cn1,-8
Cc1cc(Nc2ccccc2C(=O)O)n2ncnc2n1,1
Cc1ccc(NC(=O)COc2ccccc2)cc1S(=O)(=O)N1CCCCC1,-9
C#CCN(C[C@@H]1[C@@H](OC(=O)NCCCCCC)[C@@H](OC(=O)NCCCCCC)Cn2c(=O)n(CCCCCC)c(=O)n21)S(=O)(=O)c1ccc(C)cc1,-12
CNC(=O)C1(c2ccccc2)CCCCC1,6
CNC[C@@H]1Oc2cc(Br)ccc2S(=O)(=O)N([C@H](C)CO)C[C@H]1C,-4
COc1ccc(-c2ccc(CN3C(CC(C)C)C(=O)N(Cc4cn(CC5CCCCC5)nn4)CCS3(=O)=O)cc2)cc1OC (stereo not given),2
C[C@H]1CN([C@@H](C)CO)C(=O)CCCn2nncc2CO[C@@H]1CN(C)C(=O)c1ccc2ccn(C)c2c1,-4
# The results go on:
SMILES,KCNH2 WT inh
O=C(O)C(=Cc1ccccc1[N+](=O)[O-])c1ccc2c(c1)OCO2,-6
C[C@H]1CN([C@@H](C)CO)S(=O)(=O)c2ccc(Br)cc2O[C@H]1CN(C)C(=O)Nc1ccccc1F,-3
COc1ccc(S(=O)(=O)N(C)C[C@@H]2OCc3cn(nn3)CCCC(=O)N([C@@H](C)CO)C[C@H]2C)cc1,-8
C[C@H]1CN([C@@H](C)CO)C(=O)CCCn2nncc2CO[C@H]1CN(C)C(=O)CCC(F)(F)F,1
Cc1ccc(-c2ccc(CN3C(C(C)C)C(=O)N(Cc4cn(Cc5ccco5)nn4)CCS3(=O)=O)cc2)cc1 (stereo not given),-1
COCOCCn1cc(CN2CCS(=O)(=O)N(Cc3ccc(-c4ccc(Cl)cc4)cc3)C(CC(C)C)C2=O)nn1 (stereo not given),-6
CN(Cc1ccccc1)C(=O)CN1CCN(S(=O)(=O)c2ccccc2F)CC1,-11
COc1cccc(CNC[C@H]2O[C@@H](n3ccc(N)nc3=O)[C@H](O)[C@@H]2O)c1OCc1ccc(F)cc1Cl,-8
Cc1cc(C)n2c(SCC(=O)N(CCC#N)c3ccc4c(c3)OCCO4)nnc2n1,-8
FC(F)(F)c1cccc(CC2CN(Cc3ccccc3)Cc3ccccc3N2c2cc(Cl)cc(Cl)c2)c1 (stereo not given),-6
O=C(CN1CCN(Cc2ccccc2)CC1)Nc1cccc(Cl)c1Cl,22
COc1ccc(NC(=O)CSc2nnnn2-c2cccc(OC)c2)cc1,53
CC1=C(C(=O)N(C)C)CC(CC(=O)NC2CCCCC2)C(=O)N1CCC1=CCCCC1 (stereo not given),0
COC(=O)[C@H]1C[C@@]2(O)CN(S(=O)(=O)c3ccc(C)cc3)C[C@@]2(OC(=O)NCc2ccc(OC)c(OC)c2)C[C@H]1C(=O)OC,4
COc1cc(CCC(=O)Nc2cc(S(=O)(=O)N3CCOCC3)ccc2OC(C)C)cc(OC)c1OC,2
[O-][N+](=Cc1c(Cl)cccc1Cl)CC1(O)CCCCC1,-1
COc1ccccc1S(=O)(=O)N(C)C[C@@H]1OCc2cnnn2CCCC(=O)N([C@H](C)CO)C[C@H]1C,1
CCOc1ccccc1OCC(=O)NC1CCSc2ccccc21 (stereo not given),-11
COc1cccc(Nc2ncnc3ccc(Br)cc23)c1,-7
C[C@H]1CN([C@@H](C)CO)C(=O)CCCn2nncc2CO[C@H]1CN(C)S(=O)(=O)c1ccccc1,10
COCC#Cc1ccc2c(c1)O[C@@H](CN(C)S(=O)(=O)c1cccc(F)c1)[C@@H](C)CN([C@H](C)CO)S2(=O)=O,4
CCOc1ccc(NC(=O)c2cccc(S(=O)(=O)NCc3cccnc3)c2)cc1,-6
C[C@@H]1CN([C@H](C)CO)C(=O)CCCn2cc(nn2)CO[C@H]1CN(C)S(=O)(=O)c1cccc(C#N)c1,6
C[C@H]1CN([C@@H](C)CO)S(=O)(=O)c2ccc(Br)cc2O[C@H]1CN(C)C(=O)c1cnccn1,2
COc1ccc(CC(=O)NCc2cccc(Cl)c2)cc1S(=O)(=O)N1CCOCC1,-14

# 2 entries picked at random from the list so far, as already listed:
SMILES,KCNH2 WT inh
COc1ccc(Cc2nc3ccc(C(=O)NC4CCOC4)cc3o2)cc1OC (stereo not given),1
COc1cc(CCC(=O)Nc2cc(S(=O)(=O)N3CCOCC3)ccc2OC(C)C)cc(OC)c1OC,2

# Later entries:
SMILES,KCNH2 WT inh
COc1cc2c(cc1OC)C(CNC(=O)C=Cc1cc(OC)c(OC)c(OC)c1)C2 (stereo not given),-22
O=C(COC(=O)/C=C/c1ccc(Cl)cc1Cl)Nc1cccc(S(=O)(=O)NC2=NCCC2)c1,-6
Cc1ccc(S(=O)(=O)N2C[C@H]3N(C(=O)OC(C)C)N(C(=O)OC(C)C)C[C@H](OC(=O)Nc4c(C)noc4C)[C@@]3(O)C2)cc1,19
C[C@@H]1CN([C@H](C)CO)C(=O)CCCn2nncc2CO[C@H]1CN(C)C(=O)Nc1ccnc(N2CCOCC2)c1,1
C[C@@H]1CN([C@@H](C)CO)C(=O)CCCn2nncc2CO[C@H]1CN(C)Cc1cccc(O)c1,-1
CC(C)/C=C/C(=O)N1CCC(N2CCC(C(=O)NCC3CCCO3)CC2)CC1 (stereo not given),24
CC1CCN(C(=O)CSc2nnc(-c3ccco3)n2N)CC1,-3
COc1ccc(C(=O)CC(Sc2ccccc2N)c2ccc(OC)cc2)cc1 (stereo not given),-2
COc1ccc(OC(=O)OCc2ccccc2)cc1,-8
Cc1ccccc1NC(=O)Cc1nc(COC(=O)CNC(=O)c2ccc(Cl)cc2Cl)cs1,3

# 2 entries from above in a different format.
SMILES	KCNH2 WT inh
COc1ccc(OC(=O)OCc2ccccc2)cc1	-8
Cc1ccccc1NC(=O)Cc1nc(COC(=O)CNC(=O)c2ccc(Cl)cc2Cl)cs1	3

# Two of these compounds in another layout:
Molecule: C[C@@H]1CN([C@H](C)CO)C(=O)CCCn2nncc2CO[C@H]1CN(C)C(=O)Nc1ccnc(N2CCOCC2)c1
  KCNH2 WT inh = 1

Molecule: C[C@@H]1CN([C@@H](C)CO)C(=O)CCCn2nncc2CO[C@H]1CN(C)Cc1cccc(O)c1
  KCNH2 WT inh = -1
